Bioassay records as filed in PubChem BioAssay.
NRP1-CendR mod: modulators of CendR peptide binding to NRP-1, primary screen, biochemical, fluorescence polarization, uHTS; Neuropilin-1 (Homo sapiens), O14786; FAM-RPARPAR peptide binding to NRP-1; inhibition, % at 25 µM; 360,000 tested, 0.85% active; AID 602438, 2012;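 active = inhibition or corrected inhibition above about 18%, plus a signal ratio from 0.5 to 1.5, limit read from the data, passing the limit was not always enough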; also: strong numbers were not always called active
MsrA inhibitor: bovine MsrA enzyme inhibitors, primary screen, biochemical, absorbance, HTS | inhibition, % at 15.5 µM | 360,000 tested, 0.75% active | purified bovine MsrA, absorbance read-out | AID 651718, 2012; in the data active = inhibition above about 4.5%;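 also: 0% = vehicle wells with enzyme and 100% = reference inhibitor wells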
bovine MsrA act: bovine MsrA enzyme activators, primary screen, biochemical, absorbance, HTS; purified bovine MsrA, absorbance read-out; activation, % at 10.6 µM; 360,000 tested, 0.3% active; AID 602163, 2012; in the data active = activation above about 7.5%;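 also: 0% = vehicle and 100% = reference activator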
Rin1 Abl inh: inhibitors of Rin1-Abl protein binding, primary screen, biochemical, TR-FRET | Tyrosine-protein kinase ABL1 (Homo sapiens) + Ras and Rab interactor 1 (Homo sapiens), … | inhibition, % at 7.35 µM | 360,000 tested, 0.4% active; in the data active = inhibition above about 5%, passing the limit was not always enough
MT1-MMP act inh: blockers of MT1-MMP proenzyme processing, primary screen, HT1080 RFP-PRO-GFP cells, GFP/RFP fluorescence. Matrix metalloproteinase-14 (Homo sapiens), P50281. GFP/RFP ratio fluorescence, overnight; percent of plate control window, DMSO zero. GFP/RFP ratio change, % at 20 µM. 360,000 tested, 0.061% active. AID 651647, 2012;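 active = GFP/RFP ratio change of at least 30% with cell ATP level not reduced by more than half and red fluorescence within 50% of control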; also: strong numbers were not always called active
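Test system: HT1080 cells expressing an RFP-PRO-GFP fluorescent reporter construct / Compound dosing: single-point 20 µM compound, 1% DMSO / Schedule: cells overnight before dosing, compound overnight, 37 °C, 5% CO2 / Evaluation: GFP/RFP fluorescence ratio / Control set: DMSO and RFP-L50D-GFP cell wells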
Neddyl block: inhibitors of cullin neddylation, primary screen, biochemical, TR-FRET, uHTS, NAE and Ubc12 | NEDD8-conjugating enzyme Ubc12 (Homo sapiens) + NEDD8-activating enzyme E1 regulatory … | calls only at 25 µM | 360,000 tested, 0.58% active; in the data active = inhibition above about 36%
FAS-TE inh: FAS thioesterase domain inhibitors, primary screen, biochemical, fluorescence intensity, uHTS; Fatty acid synthase (Homo sapiens), P49327; recombinant FAS-TE, OMFH fluorogenic substrate, fluorescence endpoint; inhibition, % at 15 µM; 360,000 tested, 0.67% active;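 active = compounds whose normalised, plate-corrected inhibition of enzyme fluorescence in the single-dose primary screen is 50% or more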;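 also: 0% = DMSO with enzyme and 100% = substrate without enzyme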
SKN-1 inh: suppressors of acrylamide-induced Pgst-4::GFP reporter in worms, primary screen, SKN-1 inhibitor project, whole organism, uHTS, GFP/RFP fluorescence ratio, strain VP596. C. elegans VP596 Pgst-4::GFP/RFP ratio, 24 h. inhibition, % at 21.8 µM. 360,000 tested, 0.49% active;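 active = interference check ratio from 0.5 to 1.5 plus GFP to RFP signal ratio inhibition reaching or exceeding a fixed threshold, cut at about 30% in these data, passing the limit was not always enough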; also: some compounds called inactive have numbers as strong as hits
E coli Lon inh: inhibitors of E. coli Lon protease, primary screen, biochemical, fluorescence polarization. inhibition, % at 7.94 µM. AID 602123, 2011. 360,000 tested, 0.42% active. P0A9M0. purified E. coli Lon protease; in the data active = inhibition above about 13%, passing the limit was not always enough;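 also: 0% = enzyme with probe and DMSO and 100% = no enzyme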
The depositor's hits bear a star; i = inactive; . = no result given. Random draw from the library, and some 4.2% of all compounds hit somewhere here.

Value order: NRP1-CendR mod	MsrA inhibitor	bovine MsrA act	Rin1 Abl inh	MT1-MMP act inh	Neddyl block	FAS-TE inh	SKN-1 inh	E coli Lon inh
> Nc1nc(=S)n(-c2ccccc2)[nH]1
    0.8	-0.6	.	.	1.4	i	-1.3	0.8	.
> O=C(NCCc1ccccc1)c1ccc2c(c1)S(=O)(=O)c1ccccc1C2=O
    -11.4	0.0	-1.3	-2.9	-0.7	i	17.3	2.0	5.7
> CCn1ncc(Br)c1C(=O)Nc1ccc(-c2ccno2)cc1
    -4.8	-0.7	-3.4	-0.4	1.9	i	-0.6	20.5	-17.2
> Cc1ccc(N(CC(=O)NCc2ccc3c(c2)OCO3)S(C)(=O)=O)cc1
    17.8	-0.6	-0.4	-0.7	1.3	i	-3.5	-8.6	-1.4
> O=C(c1ccccc1)N1CCN(c2cc(-c3ccccc3)nc3cc(-c4cccc(Cl)c4)nn23)CC1
    -10.6	-0.1	-1.9	-0.6	-4.6	i	22.6	5.4	-14.2
> CCOC(CNCc1cc(C)c2[nH]c3ccccc3c2c1C)OCC
    0.3	-0.8	-8.7	4.2	11.2	i	0.6	4.6	2.6
> COC(=O)c1cccc(CSc2nc(-c3ccccc3)c(C#N)c(=O)[nH]2)c1
    -9.5	0.6	-3.5	0.8	1.5	i	5.5	12.0	2.9
> CCN(CC)C(=O)CNC(=S)N(CCCN1CCOCC1)Cc1cccs1
    9.5	0.0	4.0	4.5	3.3	i	-8.8	-3.2	-3.9
> O=C(/C=C/c1ccccc1Cl)Nc1ccc(S(=O)(=O)Nc2ncccn2)cc1
    -11.6	1.3	-4.5	1.6	10.0	i	-3.1	-0.6	2.9
> CC1(C(=O)NS(=O)(=O)c2ccc(C#N)cc2)CCN1C(=O)CC1CCCC1 (configuration not stated)
    2.6	0.3	-6.2	-1.3	-2.1	i	4.2	-9.5	0.4
> COc1ccc(OC2C(=O)N(c3ccc(F)cc3)C2c2ccc(OC)c(OC)c2)cc1 (configuration not stated)
    -1.9	0.3	1.8	2.0	-2.9	i	25.0	15.0	4.1
> O=C(O)CC(NC(=S)NCc1ccccc1)C(=O)O (configuration not stated)
    -3.0	-0.8	-4.2	-2.4	-3.3	i	-7.2	-8.1	-0.7
> COc1ccccc1CNC(=O)CCc1c(C)nc2cc(-c3ccccc3OC)nn2c1C
    -7.8	-1.6	-0.4	-1.2	-1.3	.	3.7	1.1	-2.5
> COCC(C)NC(=O)c1cc(-c2cccc(OC)c2)on1 (configuration not stated)
    3.6	-1.2	-3.6	-1.3	-0.4	i	-6.4	-5.3	-0.9
> C[C@H](CO)N1C[C@H](C)[C@@H](CN(C)Cc2ccc(-c3ccccc3)cc2)Oc2c(NC(=O)Nc3ccc(C(F)(F)F)cc3)cccc2C1=O
    8.0	0.6	-1.9	1.9	2.7	i	29.1	1.6	11.5
> O=C(O)c1cccnc1SCc1ccccc1Cl
    -9.2	0.8	-7.7	1.7	-6.0	i	-2.2	-6.8	4.2
> COC(=O)c1ccc(/C=N\NC(=O)c2ccc(C)cc2Cl)cc1
    4.4	0.0	-1.9	-3.8	6.5	i	-4.5	10.0	7.3
> COCCNC(=O)C(C)N(c1ccc(Oc2ccccc2)cc1)S(C)(=O)=O (configuration not stated)
    6.6	0.3	-0.3	-0.6	1.0	i	-2.5	-4.3	-1.8
> CCOc1cc(/C=C2/NC(=O)N(Cc3ccccc3F)C2=O)ccc1O
    0.6	2.2	-4.9	-2.9	-8.8	i	4.6	-0.9	-0.2
> O=c1c2c3nc4ccccc4nc3n(/N=C/c3ccccn3)c2ncn1-c1ccccc1
    -2.2	-1.0	-6.6	1.4	-0.4	i	-1.7	1.6	15.0
> CC1CN(C2CCCCC2)C(=S)N(c2ccccc2)C1=O (configuration not stated)
    3.7	-0.3	-0.5	2.6	-2.4	i	-1.1	-9.4	1.2
> CCOC(=O)c1c2c3c(cccc3[nH]c1=O)C(=O)c1ccccc1-2
    -7.3	0.3	-6.0	5.1	-9.5	i	-4.7	8.0	-2.1
> CCc1ccc(C(=O)NNC(=O)c2cccc(S(=O)(=O)N3CCN(C)CC3)c2)cc1
    -10.3	0.1	-3.7	-3.7	1.1	i	-8.5	1.9	-1.8
> COc1ccc(N2C(=O)Cc3c2nc(N)c(C#N)c3N)cc1
    1.0	0.8	-11.1	-2.3	-1.1	i	-6.5	-3.0	-0.9
> Cn1cc(C(=O)N/N=C/c2ccc([N+](=O)[O-])cc2)c2ccccc21
    -31.4	0.4	-3.6	0.2	4.7	i	0.5	5.8	-2.9
> Cc1nonc1CN(C)C(=O)c1cc(COc2ccc(F)cc2Cl)on1
    -3.3	-0.7	-13.3	4.2	9.5	i	17.6	-3.4	10.7
> O=C(CCNC(=O)Cn1cnc2ccccc2c1=O)NCC1CCCO1 (configuration not stated)
    3.8	1.2	-1.7	-0.7	-5.2	i	-3.4	4.9	6.6
> COc1ccccc1NC(=O)Nc1ccc(Cl)c(S(=O)(=O)Nc2ccccc2OC)c1
    16.5	-0.7	0.5	-3.1	2.9	i	3.6	10.8	-19.5
> O=C(c1ccc(S(=O)(=O)Nc2ccccc2)cc1)N1CCC1
    -0.5	-1.1	-1.4	-0.6	13.0	i	-6.6	-6.7	4.0
> CC1=C(C(=O)NC(C)CCc2ccccc2)C2(CCC(C)CC2)OC1=O (configuration not stated)
    1.7	-0.6	-0.9	0.4	1.9	i	15.3	11.5	1.9

Not a retest: entries from further up.
Value order: NRP1-CendR mod	MsrA inhibitor	bovine MsrA act	Rin1 Abl inh	MT1-MMP act inh	Neddyl block	FAS-TE inh	SKN-1 inh	E coli Lon inh
> COCCNC(=O)C(C)N(c1ccc(Oc2ccccc2)cc1)S(C)(=O)=O (configuration not stated)
    6.6	0.3	-0.3	-0.6	1.0	i	-2.5	-4.3	-1.8
> CCOc1cc(/C=C2/NC(=O)N(Cc3ccccc3F)C2=O)ccc1O
    0.6	2.2	-4.9	-2.9	-8.8	i	4.6	-0.9	-0.2
> O=c1c2c3nc4ccccc4nc3n(/N=C/c3ccccn3)c2ncn1-c1ccccc1
    -2.2	-1.0	-6.6	1.4	-0.4	i	-1.7	1.6	15.0
> CC1CN(C2CCCCC2)C(=S)N(c2ccccc2)C1=O (configuration not stated)
    3.7	-0.3	-0.5	2.6	-2.4	i	-1.1	-9.4	1.2
> CCOC(=O)c1c2c3c(cccc3[nH]c1=O)C(=O)c1ccccc1-2
    -7.3	0.3	-6.0	5.1	-9.5	i	-4.7	8.0	-2.1
> CCc1ccc(C(=O)NNC(=O)c2cccc(S(=O)(=O)N3CCN(C)CC3)c2)cc1
    -10.3	0.1	-3.7	-3.7	1.1	i	-8.5	1.9	-1.8
> COc1ccc(N2C(=O)Cc3c2nc(N)c(C#N)c3N)cc1
    1.0	0.8	-11.1	-2.3	-1.1	i	-6.5	-3.0	-0.9
> Cn1cc(C(=O)N/N=C/c2ccc([N+](=O)[O-])cc2)c2ccccc21
    -31.4	0.4	-3.6	0.2	4.7	i	0.5	5.8	-2.9
> Cc1nonc1CN(C)C(=O)c1cc(COc2ccc(F)cc2Cl)on1
    -3.3	-0.7	-13.3	4.2	9.5	i	17.6	-3.4	10.7
> O=C(CCNC(=O)Cn1cnc2ccccc2c1=O)NCC1CCCO1 (configuration not stated)
    3.8	1.2	-1.7	-0.7	-5.2	i	-3.4	4.9	6.6
> COc1ccccc1NC(=O)Nc1ccc(Cl)c(S(=O)(=O)Nc2ccccc2OC)c1
    16.5	-0.7	0.5	-3.1	2.9	i	3.6	10.8	-19.5
> O=C(c1ccc(S(=O)(=O)Nc2ccccc2)cc1)N1CCC1
    -0.5	-1.1	-1.4	-0.6	13.0	i	-6.6	-6.7	4.0
> CC1=C(C(=O)NC(C)CCc2ccccc2)C2(CCC(C)CC2)OC1=O (configuration not stated)
    1.7	-0.6	-0.9	0.4	1.9	i	15.3	11.5	1.9

Next section:
Value order: NRP1-CendR mod	MsrA inhibitor	bovine MsrA act	Rin1 Abl inh	MT1-MMP act inh	Neddyl block	FAS-TE inh	SKN-1 inh	E coli Lon inh
> O=C(N/N=C/c1cccs1)C(=O)Nc1cccc(Cl)c1
    1.7	0.9	-12.2	2.6	2.6	i	-6.8	5.9	-5.2
> O=C(N[C@@H](Cc1ccccc1)C(=O)NC1CCCCCC1)c1ccco1
    0.1	0.5	-3.3	2.1	3.9	i	-1.3	13.9	11.3
> CC1(c2ccc3c(c2)OCO3)NC(=O)N(CC(=O)NCCC2=CCCCC2)C1=O (configuration not stated)
    -5.5	0.7	-0.7	3.5	-1.9	i	-0.9	10.4	-3.1
> O=C(CSc1nnc2c(n1)[nH]c1ccccc12)Nc1ccc2c(c1)OCO2
    -2.2	3.1	-4.1	-2.4	2.2	i	-2.3	1.1	-2.1
> S=C(Nc1cccc(Cl)c1)Nc1cccc2cnccc12
    -0.3	.	-3.2	-3.4	2.5	i	7.7	7.9	6.9
> COc1ccc(CC(=O)NCC2CCCN(Cc3ccc(SC)cc3)C2)cc1 (configuration not stated)
    4.9	-0.3	-0.9	0.0	-1.6	i	-4.8	5.8	-1.1
> CCc1c(C)nc(N2CCN(Cc3ccc4c(c3)OCO4)CC2)[nH]c1=O
    0.9	-1.7	-4.2	1.1	3.0	i	0.2	-13.6	0.8
> Clc1ccc(OCc2nc(-c3ccncc3)no2)c(Br)c1
    -1.1	0.1	-5.3	-0.6	-0.7	i	22.9	50.6*	-0.9
> COc1ccc(O)c(C(=O)/C=C/c2cc3ccccc3o2)c1
    2.7	0.8	-14.6	1.4	-4.0	i	-1.8	-16.8	-2.5
> Cc1c(C#N)c(O)[nH]c(=O)c1N=Nc1ccc(Br)cc1C(=O)O
    -150.6	1.4	-4.9	-3.7	8.6	i	4.4	3.9	-36.3
> CCc1ccccc1NNC(=O)c1snnc1C
    9.2	-1.2	-4.0	0.2	-0.3	i	-4.1	18.7	-9.4
> CCN(CC)CCNC(=O)c1cc2c(=O)n(CC)c3ccccc3c2s1
    10.6	0.6	-1.6	-5.7	12.7	.	-0.5	17.6	-10.0
> Clc1ccc(/C=N/Nc2ncnc3ccccc23)cc1Cl
    -5.5	0.5	0.1	-0.4	3.9	i	34.9	7.5	-12.6
> CC1(C)Cc2c(sc3ncn4c(=S)[nH]nc4c23)CO1
    -14.5	-0.3	5.4	2.5	-5.4	i	-2.4	-5.7	-0.3
> COc1ccc(S(=O)(=O)N/N=C\c2ccccc2F)cc1
    1.2	2.1	-12.7	-2.0	1.5	i	-0.9	-8.1	7.7
> CCc1cccc2c(N=O)c(O)[nH]c12
    -12.4	0.5	-9.4	-1.8	-0.6	i	-66.1	-8.5	-1.9
> COc1cccc(C2c3c(oc4ccccc4c3=O)C(=O)N2CCCN2CCOCC2)c1 (configuration not stated)
    3.6	-0.1	0.2	0.8	-2.1	i	-1.4	1.7	11.8
> CC1CCN(c2c(NCc3ccc(C(=O)NCc4ccco4)cc3)c(=O)c2=O)CC1
    11.9	0.8	-1.8	-1.2	-2.3	i	-1.9	11.2	7.2
